KDM5B inh = inhibitors of human KDM5B histone demethylase; actives 2.6% (n = 220,000); KDM5B demethylase, FDH-coupled NADH fluorescence (FDH is formaldehyde dehydrogenase); Potency, µM (top dose mostly 57.7 µM), inactives show at the highest dose activity change, negative = inhibition, actives largely listed as inhibitors; active = well fitted inhibition curve with a large enough effect; inconclusive = small, poorly fitted or top-dose-only effect; inactive = no such curve, though single readings can be large or run the other way; also: 0% is about no effect; nearly all actives have a fitted effect of over 70% in size
Target sequence (Q9UGL1 whole entry, looked up): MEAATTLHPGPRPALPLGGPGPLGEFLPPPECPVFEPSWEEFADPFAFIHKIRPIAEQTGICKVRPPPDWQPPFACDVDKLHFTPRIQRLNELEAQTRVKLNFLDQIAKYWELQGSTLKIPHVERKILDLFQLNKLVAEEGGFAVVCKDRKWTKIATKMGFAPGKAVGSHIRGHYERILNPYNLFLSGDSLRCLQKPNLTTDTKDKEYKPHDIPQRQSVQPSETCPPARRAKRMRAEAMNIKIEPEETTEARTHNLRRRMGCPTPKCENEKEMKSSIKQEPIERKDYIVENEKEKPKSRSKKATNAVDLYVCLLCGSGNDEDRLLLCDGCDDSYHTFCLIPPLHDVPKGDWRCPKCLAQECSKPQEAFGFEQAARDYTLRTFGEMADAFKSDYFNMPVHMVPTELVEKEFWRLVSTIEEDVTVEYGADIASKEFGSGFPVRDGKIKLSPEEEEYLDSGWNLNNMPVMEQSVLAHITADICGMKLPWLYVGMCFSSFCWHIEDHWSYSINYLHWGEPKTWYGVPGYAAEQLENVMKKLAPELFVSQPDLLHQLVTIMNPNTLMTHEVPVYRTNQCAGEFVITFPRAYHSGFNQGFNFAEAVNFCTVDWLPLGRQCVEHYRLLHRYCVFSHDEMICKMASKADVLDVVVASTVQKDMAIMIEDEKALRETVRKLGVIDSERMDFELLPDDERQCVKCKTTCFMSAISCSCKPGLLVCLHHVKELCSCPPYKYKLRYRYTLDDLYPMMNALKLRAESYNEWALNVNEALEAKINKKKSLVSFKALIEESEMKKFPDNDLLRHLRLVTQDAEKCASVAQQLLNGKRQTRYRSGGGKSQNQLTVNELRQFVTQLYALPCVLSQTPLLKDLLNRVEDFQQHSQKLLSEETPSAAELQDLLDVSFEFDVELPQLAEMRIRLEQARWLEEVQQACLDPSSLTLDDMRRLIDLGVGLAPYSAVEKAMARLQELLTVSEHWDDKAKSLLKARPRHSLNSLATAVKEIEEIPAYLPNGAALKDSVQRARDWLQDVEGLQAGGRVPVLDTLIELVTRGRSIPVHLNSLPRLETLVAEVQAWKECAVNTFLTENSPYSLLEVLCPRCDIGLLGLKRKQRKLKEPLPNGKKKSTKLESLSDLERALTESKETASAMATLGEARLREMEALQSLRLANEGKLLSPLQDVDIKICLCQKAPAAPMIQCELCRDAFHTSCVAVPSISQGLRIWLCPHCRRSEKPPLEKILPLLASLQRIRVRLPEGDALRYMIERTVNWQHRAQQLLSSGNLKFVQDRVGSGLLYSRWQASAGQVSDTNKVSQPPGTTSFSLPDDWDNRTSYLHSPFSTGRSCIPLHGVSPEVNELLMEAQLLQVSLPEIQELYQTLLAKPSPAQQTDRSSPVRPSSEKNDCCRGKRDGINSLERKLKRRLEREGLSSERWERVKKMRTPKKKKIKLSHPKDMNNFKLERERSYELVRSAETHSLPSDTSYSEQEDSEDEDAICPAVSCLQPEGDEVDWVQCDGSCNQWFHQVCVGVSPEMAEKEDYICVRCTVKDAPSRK
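Inhibition is measured as reduced NADH fluorescence generation from FDH coupling to formaldehyde release. Truncated KDM5BΔAP at 200 nM final acts on H3K4me3 peptide (12.5 µM in substrate mix) in pH 7.5 HEPES buffer with Tween-20, 30 min, room temperature.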
An asterisk follows results filed as active; i = inactive; ? = inconclusive; [ ] = dose if it differs, or a comment. Potency is read from the fitted curve at half-maximal effect. The list is partial (hit frequency here may not be typical).

Structure | KDM5B inh
CCc1nnc(NC(=O)CSc2nccn2-c2ccccc2)s1 | 17.5%
C[S+](=O)([O-])N1Cc2ccccc2CC2(CCN(CC3CCNCC3)CC2)C1 | 6.7%[115 µM]
CCOc1cccc(CNC(=O)[C@H]2CCC[C@H]2NC(=O)c2ccc(OC)cc2)c1 | -0.2%
COc1ccc2cc(C3CN(CCC(=O)NC(C)(C)C)CCO3)ccc2c1 (stereo not drawn) | ?
O=C1OCCC1N1CCN(c2ccccc2O)CC1 (stereo not drawn) | -29.4%
COc1ccc(S(=O)(=O)N2CCCC(C(=O)NCCN3CCOCC3)C2)cc1C (stereo not drawn) | 21.9%
Cc1ccc(C)c(-c2csc(NC(=O)c3cc(C)on3)n2)c1 | -14.5%
O=C(NC1CCN(c2nc3ncccc3o2)CC1)c1ccc(C(F)(F)F)cc1 | ?
COc1ccc(Br)c(C(=O)Oc2ccccc2OC)c1 | -11.3%
C#CCOc1ccc(/C=C2/C(=O)NN(c3ccc(F)cc3)C2=O)cc1OC | ?
Cc1cc(C)c(/C=C/C(=O)c2ccccc2)c(C)c1 | -15.8%
CN(C)CCOc1cccc2c1c(NC(=O)c1ccn[nH]1)nn2-c1ccc(F)cc1 | ?
CCOC(=O)c1sc(-c2ccc3c(c2)OCCO3)cc1NC(=O)c1ccco1 | 8.8%
Cc1noc(C)c1S(=O)(=O)N1C[C@@H](F)C[C@H]1C(=O)N1CCOCC1 | -12.4%
COc1ccc2c(C)c(CCC(=O)NCc3ccc4c(c3)OCO4)c(=O)oc2c1C | -33.0%
CCOc1ccc(C(=O)Nc2ccc(C(=O)OCc3cc(=O)n4nc(CC)sc4n3)cc2)cc1 | -18.0%
NC(=O)c1cccc(NC(=O)c2cccc3ncccc23)c1 | 4.0%
O=C(CN1C(=O)NC2(CCOCC2)C1=O)Nc1ccccc1F | -13.7%
COCC(=O)N[C@@H]1CN(C(=O)C2CC2)CC[C@@H]1c1nc(C)no1 | -7.1%
O=C(Cc1ccccc1)N(Cc1cccnc1)c1nc2c(F)cc(F)cc2s1 | ?
CC(C)(C)C(=O)Nc1ccccc1C(=O)NCc1cccnc1 | -6.3%
O=C(Nc1cccc(C(F)(F)F)c1)c1nc2ccccc2nc1N1CCCC1 | -5.9%
Cc1ccc(C2=NS(=O)(=O)N(C)C(C(=O)Nc3ccn(Cc4ccccc4C)n3)=C2)cc1 | -3.6%
Cc1noc(C)c1CC(=O)N1CCCC2(C1)Nc1cccnc1NC2=NC1CCCC1 (stereo not drawn) | 25.1µM*
Cc1cccc(CCN2CCc3[nH]cnc3C2C(=O)O)n1 (stereo not drawn) | ?
CCNC(=O)[C@@H]1C[C@H](N)CN1S(=O)(=O)c1cc(C)cc(C)c1 | 1.1%
O=C(CSc1ccc(-c2ccco2)nn1)Nc1ccccc1F | ?
Cc1ccc(Cl)cc1N1CCN(C(=O)c2cc3c(=O)n(C)c4ccccc4c3s2)CC1 | 3.9%
O=C(O)c1ccc(NC(=O)c2ccc(Br)o2)cc1 | -4.5%
O=C(NCCc1ccccc1)c1ccc(CS(=O)Cc2ccc(Cl)cc2)o1 (stereo not drawn) | -7.8%

Structure | KDM5B inh
Cc1cnc(C(=O)N[C@@H]2CCC[C@@H]2C(=O)N2CCOCC2)cn1 | 11.9%
Cc1nn(-c2ccccc2)c2sc(C(=O)Nc3ccc(Br)cc3)cc12 | -14.7%
CCN1CCN(C(c2ccc(F)cc2)c2sc3nc(-c4ccco4)nn3c2O)CC1 (stereo not drawn) | -17.2%
CCCN1C(=O)CC[C@H]2CN(C(=O)c3cnc(C4CC4)[nH]c3=O)CC[C@H]21 | 29.2%
CCCC(=O)Nc1ccc2nc(SCC(=O)N3CCOCC3)sc2c1 | -13.7%
O=C(O)CSc1cccnc1Sc1ccc(Cl)cc1 | -16.3%
CCCCn1c(=O)[nH]c(=O)c2c1nc(CN1CCN(S(=O)(=O)c3ccc(F)cc3)CC1)n2CC | -12.4%
CCc1ccc(OCC(=O)Nc2ccc(Cl)c(-c3nc4ncccc4o3)c2)cc1 | ?
CC(NC(=O)CCNC(=O)C1CCCC1)c1ccccc1 (stereo not drawn) | -7.4%
COC[C@H]1CCCN1[C@@H]1[C@H](O)[C@H](CO)O[C@@H]1CN(Cc1ccc(F)cc1)Cc1ccc(F)cc1 | -15.7%
CCn1nc(C(=O)NCC2COc3ccccc3O2)c2ccccc2c1=O (stereo not drawn) | 6.7%
O=C(CCc1nc2ccccc2s1)N1CCC(c2nc(C3CCOCC3)no2)CC1 | -26.9%
COc1cc(NC(=O)c2cc3n(n2)CC(c2ccc(Cl)cc2)OC3)cc(OC)c1OC (stereo not drawn) | ?
CC1Oc2ccc(NC(=O)Cc3ccc(F)cc3)cc2CN(Cc2cc(F)cc(F)c2)C1=O (stereo not drawn) | -1.4%
Cn1nnnc1-c1cccc(NC(=O)Cc2ccc(Cl)cc2Cl)c1 | 24.6%
COc1ccc(C(=O)N2CCC3(CC2)C(OC)CN3c2cccc(F)c2)cn1 (stereo not drawn) | -3.2%
COc1ccccc1CC(=O)N1CCCc2ncc(C(=O)Nc3nc(C)cs3)cc21 | -11.9%[86.2 µM]
O=C(COc1ncnc2sc3c(c12)CCC3)N1CCc2ccccc2C1 | 13.3%
CCN(CC)C(=O)Cn1cc(SCC(=O)Nc2cc(OC)ccc2OC)c2ccccc21 | ?
CN1CCN(c2nc3c(c(=O)[nH]2)CCN(CCc2ccccc2)CC3)CC1 | -3.2%
Cc1ccc(C)c(N2N=C(C(=O)Nc3ccc(S(=O)(=O)N4CCCCC4)cc3)CCC2=O)c1 | ?
COC(=O)C1CCCCN1C(=O)CCc1nnc(CCc2ccccc2OC)o1 (stereo not drawn) | 29.2%
O=C(c1cccc(F)c1)N1CCC(c2n[nH]c(=O)n2-c2ccccc2)CC1 | 13.4%
COC(=O)Cc1c(C)c2ccc3c(c2oc1=O)CN(Cc1ccc(Cl)cc1)CO3 | i
COCC(=O)NCCc1noc(-c2ccccc2)n1 | -12.6%
COc1ccc(CNC(=O)C(=O)NCC(c2cccs2)S(=O)(=O)c2ccc(C)cc2)cc1 (stereo not drawn) | 5.9%
O=S(=O)(c1ccc2nc(NCc3ccccc3Cl)ccc2c1)N1CCCCC1 | ?
O=C(Cn1c(-c2cccs2)cc2ccccc21)NCCCN1CCN(c2ccccc2F)CC1 | ?
CCc1cccc(C)c1NC(=O)CN(C)Cc1ccc(C(F)(F)F)cc1 | 5.3%
O=C(NCc1ccccc1)C1CCC(CNS(=O)(=O)c2ccc(Br)s2)CC1 (stereo not drawn) | -11.3%

Structure | KDM5B inh
COc1cc(NC(=O)c2ccc(-c3nc(COc4ccccc4)c(C)o3)cc2)cc(OC)c1 | 14.5%
COc1cc(C)c(COc2ccc(C#N)cc2)cc1OC | 22.2%
C=CCN1C[C@@H]2CN(C(=O)CCc3cccc(OC)c3)C[C@]2(C(=O)O)C1 | 3.5%
Cc1ccc(OCC(=O)NCCC2CCN(C(=O)Nc3cc(F)cc(F)c3)CC2)cc1 | 17.3%
CNC(=O)N(O)C1N(/N=C/c2ccccc2OC)C(=S)SC1(C)C (stereo not drawn) | -2.1%
O=C(CN1C(=O)C2(SCC(=O)N2c2ccc(Cl)cc2)c2ccccc21)NCCc1ccccc1 (stereo not drawn) | 11.2%
Cc1ccn(CC(=O)N2CCCC(CCc3ccccc3C)C2)n1 (stereo not drawn) | 28.9%
COc1ccc(C)cc1NC(=O)CSc1nnc2c3cc(-c4ccc(Cl)cc4)nn3ccn12 | 14.8%
COc1cccc(C(=O)N2CCCC(n3cc(-c4noc(C)n4)nn3)C2)c1 (stereo not drawn) | -1.6%
COc1ccccc1CNc1nc(-c2ccco2)nn1S(=O)(=O)c1ccccc1 | -15.5%
CN(C)C(=O)CN1CCN(C(C(=O)O)c2cn(CC(=O)O)c3cc(Cl)ccc23)CC1 (stereo not drawn) | 2.5%
Cc1cc(S(=O)(=O)NCC(C)O)c(C)cc1Br (stereo not drawn) | 5.3%
CCC(C)C(=O)N1CCC2(CC1)CN(Cc1ccc(OC)cc1)C2=O (stereo not drawn) | 44.2%[activator]
O=S(=O)(Cc1ccccc1)NC[C@H]1Cn2c(-c3ccc(F)cc3)cnc2CO1 | 0.3%[86.2 µM]
Cc1ccc(-c2c(C)nn3c2NC(=O)CCC3=O)cc1S(=O)(=O)NCCc1ccc(Cl)cc1 | 0.3%
Cn1nc(-c2ccccc2)cc1NC(=O)Nc1ccc(C(C)(C)C)cc1 | -0.3%
CCOc1ccc(-c2cccc(NS(=O)(=O)c3ccc(Cl)s3)c2)nn1 | -5.8%
COCCOCC(=O)N1CCC2(CC1)NCCc1c2[nH]c2ccccc12 | ?
COCC1CN(C(=O)C2(c3ccc(OC)cc3)CC2)CC12CCOCC2 (stereo not drawn) | -12.0%
CN(CC(=O)NC1CC1)c1nc(-c2cccs2)nc2ccccc12 | -23.4%
COc1cc(F)ccc1-c1ccc2c(n1)c(=O)ncn2CCC(F)(F)F | ?
COc1ccc(C(=O)N2CCC(N3Cc4ccccc4C3=O)CC2)cc1 | 8.8%[149 µM]
CC(C)(C)c1ccc(-c2cc(C(=O)O)c3cc(Br)ccc3n2)cc1 | -13.6%
Cc1nc2c(C(=O)NC3CCCC3)cnn2c(C)c1Cc1ccccc1Cl | -16.5%
COc1cc(C(=O)NCCCn2ccnn2)ccc1OC1CCN(C(C)=O)CC1 | 42.4%[activator]
CC1(CNc2ccccc2)COc2ccc(C(=O)NCc3cccc(F)c3)cc2N1 (stereo not drawn) | ?
CCOc1ccc(NC(=O)CCn2ccnc2)cc1 | 11.1%
O=C(N/N=C/c1cc([N+](=O)[O-])ccc1O)c1cccc2cc[nH]c12 | ?
O=C(NC1CCCC1)N1CCN(c2nc3ncccc3o2)CC1 | ?
COc1cc(F)ccc1-c1nc(N2CCOCC2)cc2c1CN(c1ccccc1)C2=O | 10µM*

Structure | KDM5B inh
O=C(c1ccccc1F)N1CCC(N2C(=O)C(O)C23CCCCC3)CC1 (stereo not drawn) | -4.6%
COCc1nc(-c2ccc(OC3CCN(C(=O)c4sc(C)nc4C)C3)cc2)no1 (stereo not drawn) | -0.9%
CN1CC2(CCCN(CC3CC3)C2)c2cc(C(=O)N3CC(O)C3)ccc21 (stereo not drawn) | ?
Cn1c(SCc2cc(-c3cccs3)on2)nnc1-c1ccncc1 | -16.2%
Cc1cc(C)c2c(=O)[nH]c(SC(C)C(=O)Nc3ccc(Cl)cc3F)nc2n1 (stereo not drawn) | 15.4%
Cc1ccc(NC(=O)CSc2nnc(-c3ccc([N+](=O)[O-])cc3)o2)c(C)c1 | -3.1%
FC(F)(F)c1ccc(CN2CC(N3CCc4ccccc43)C2)cc1 | ?
CCN(c1ccccc1C)S(=O)(=O)c1nnc(NC(=O)c2ccco2)s1 | ?
CC(C)N1CC2CCC(C1)N2Cc1ccc(C#N)cc1 | -18.6%[86.2 µM]
CCCCN(C)C(=O)c1c(C)sc2ccn(CCC)c(=O)c12 | ?
CC(=O)c1ccc(NC(=O)c2cnn(-c3cccc(C)c3)c2-n2cccc2)cc1 | -15.3%
CCN(CC)Cc1nc(C2(O)CCN(C(=O)COc3ccccc3)CC2)cs1 | 25.7%[86.2 µM]
COc1ccccc1Nc1sc(C(=O)c2ccc3c(c2)OCO3)c(N)c1S(=O)(=O)c1ccccc1 | ?
Cc1ccc(S(=O)(=O)NCCO)c2ccccc12 | -3.9%
Cc1ccc(C(=O)N2CCC(N3Cc4ccccc4C3=O)CC2)cc1 | 11.6%[149 µM]
Cc1ccccc1CN1CCCN(CC(=O)Nc2ccc3c(c2)OCCO3)S1(=O)=O | -1.6%
CCC(=O)Oc1cc2c(c3oc(=O)cc(-c4ccccc4)c13)CCC(C)(C)O2 | 3.7%
O=C(NNc1c(Cl)cccc1Cl)c1cccs1 | 15.6%
CCCCn1c(N)c(N(CC)C(=O)C(c2ccccc2)c2ccccc2)c(=O)[nH]c1=O | 17.2%
CCOc1cc(=O)n2c(c1C(=O)NCc1ccccc1Cl)CCCC2 | -8.5%
O=C(O)COc1ccccc1-c1ccccc1 | 16.7%
Cc1ccc(-c2nc(CSc3nnnn3CC(C)C)co2)c(C)c1 | -8.8%
CCOC(=O)c1ccccc1NC(=O)Nc1cccc(Cl)c1 | ?
Cc1cnc(CC2CCCN(C(=O)c3cccnc3)C2)n1Cc1ccc(F)cc1 (stereo not drawn) | 19.4%
CCOc1ccc(C(=O)N2CCCC3(C2)NC(=O)N(Cc2ccc(Cl)cc2)C3=O)cc1 (stereo not drawn) | 14.9%
COc1ccc2c(C)c(CC(=O)NCCCn3ccnc3)c(=O)oc2c1OC | ?
COc1cc([N+](=O)[O-])ccc1NC(=O)c1nc2ccccc2n(C)c1=O | 8.5%
O=C(c1cnc(N2CCCCC2)c2ccccc12)N1CCN(c2ccccn2)CC1 | -0.8%
O=C(Cn1cc(S(=O)(=O)c2ccccc2)c(=O)c2cc3c(cc21)OCO3)Nc1ccc(Cl)cc1 | ?
O=C1CCCC2=C1C(c1cccc(Cl)c1Cl)CC(=O)N2c1ccc(F)cc1 (stereo not drawn) | 7.6%

An excerpt from above in order of their number in KDM5B inh, rising:
Structure | KDM5B inh
Cc1ccc(-c2c(C)nn3c2NC(=O)CCC3=O)cc1S(=O)(=O)NCCc1ccc(Cl)cc1 | 0.3%
CCC(=O)Oc1cc2c(c3oc(=O)cc(-c4ccccc4)c13)CCC(C)(C)O2 | 3.7%
O=C(COc1ncnc2sc3c(c12)CCC3)N1CCc2ccccc2C1 | 13.3%
CCOc1ccc(C(=O)N2CCCC3(C2)NC(=O)N(Cc2ccc(Cl)cc2)C3=O)cc1 (stereo not drawn) | 14.9%

Screening data deposited in PubChem by National Center for Advancing Translational Sciences (NCATS).
